# GAA glycogen mod = alters human alpha-glucosidase cleavage of glycogen | recombinant GAA, glycogen substrate, Amplex Red glucose oxidase fluorescence | P10253 | Potency, µM (titrated, usually from 76.4 µM), without a hit: at the top dose activity change, negative = inhibition, hits mostly inhibitors | 300,000 tested, 0.38% active; active means well fitted inhibition curve with a large enough effect; inconclusive means small, poorly fitted or top-dose-only effect, or another doubt; inactive means no such curve, though single readings can be large or run the other way;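 further: 0% = full enzyme reaction and -100% = no-enzyme basal signal; the screen sought inhibitors and activators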
#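 Recombinant human alpha-glucosidase (4 nM final) hydrolysed bovine liver glycogen (30 ug) for 40 min at 37 C in pH 5.0 citrate/phosphate with 0.01% Tween-20. Released glucose detected by glucose oxidase/Amplex Red, Ex 573/Em 610 nm. Compounds up to 77 uM; AC50 from Hill fits.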
# Active calls of the source: *; ? = inconclusive; [ ] = remark or other dose. Potency means the concentration at half of the fitted maximal effect. Not all compounds are listed, so the mix of outcomes need not match the whole.
Structure,GAA glycogen mod
COC(=O)[C@@H]1Cc2c([nH]c3ccccc23)C2CCC(=O)N21 (some centres undefined),8.1%
CC(C)CSc1nnc2c3ccccc3n(C)c2n1,17.0%[76.3 µM]
C=CCn1c(NCc2ccc(OC)cc2)nc2ccccc21,-10.4%[76.3 µM]
CCOC(=O)C1CCN(S(=O)(=O)c2cccc(C(=O)Nc3ccccc3)c2)CC1,0.1%[76.3 µM]
O=C(CCN1C(=O)/C(=C\c2ccccc2)SC1=S)Nc1ccc(C(=O)O)cc1,9.6%
O=C(Nc1cccc(C(=O)N2CCOCC2)c1)c1ccccc1Cl,-0.7%[76.3 µM]
CCNC(=O)CSc1nc2sccc2c(=O)n1-c1ccccc1,-0.3%
O=C(Nc1ccc(F)cc1F)c1ccc2c(c1)[nH]c(=O)n2Cc1ccc(F)cc1,2.2%[76.3 µM]
COc1ccccc1N1CCN(CCN2C(=O)C3CCCN3C2=O)CC1 (centres undefined),14.9%[76.3 µM]
COc1cc(S(=O)(=O)Nc2cccc3cn[nH]c23)c(OC)cc1C,5.5%[76.3 µM]
O=C(NC(c1ccccc1)c1ccccc1)c1ccc(CO)cc1,-5.1%[76.3 µM]
COCCn1c(SCc2ccccc2)nc2c1c(=O)[nH]c(=O)n2C,6.5%
O=C(CSc1n[nH]c(=O)n1-c1cccnc1)Nc1ccccc1,-0.9%[76.3 µM]
Cc1cc(C)cc(OC(C)C(=O)Nc2ccccc2C(=O)NCc2cccnc2)c1 (centres undefined),6.7%[76.3 µM]
COc1ccc(Cn2c(=S)[nH]c3cc(C(=O)NCCCN4CCOCC4)ccc3c2=O)cc1,0.9%

# Brought forward from above: 3 compounds, followed by the next part.
Structure,GAA glycogen mod
O=C(CSc1n[nH]c(=O)n1-c1cccnc1)Nc1ccccc1,-0.9%[76.3 µM]
Cc1cc(C)cc(OC(C)C(=O)Nc2ccccc2C(=O)NCc2cccnc2)c1 (centres undefined),6.7%[76.3 µM]
COc1ccc(Cn2c(=S)[nH]c3cc(C(=O)NCCCN4CCOCC4)ccc3c2=O)cc1,0.9%
Cc1cc(NC(=O)c2ccco2)c(=O)n(Cc2c(F)cccc2Cl)c1,5.8%[76.3 µM]
COc1cc(C(=O)NC2CCCc3ccccc32)cc(OC)c1OC (centres undefined),9.4%
O=C(CCC(=O)N1CCOc2ccc(Cl)cc21)N1CCN(c2ccccn2)CC1,22.9%[76.3 µM]
COc1ccc(S(=O)(=O)N2CCC(C(=O)N[C@H](C(=O)NC3CCCC3)C(C)C)CC2)cc1,-11.1%[76.3 µM]
COc1ccc(CNC(=O)C(NS(=O)(=O)c2cccc3nsnc23)C(C)C)cc1 (centres undefined),-9.9%[76.3 µM]
Cc1cc(Br)ccc1N=C1NC(=O)CS1,-10.6%[76.3 µM]
O=C(CCC(=O)N1CCOc2ccc(Cl)cc21)NCCCN1CCN(Cc2ccccc2)CC1,-14.1%[76.3 µM]
NS(=O)(=O)c1ccc(CCNc2nc(C(F)(F)F)nc3ccccc23)cc1,2.5%
O=C(c1cc(-c2ccncc2)nc2ccccc12)N1CCN(c2ccccc2O)CC1,?
O=C(c1ccc(N2CCOCC2)c([N+](=O)[O-])c1)N1CCCCC1,-1.2%[76.3 µM]
Cc1cc(OCC(=O)N2CCC(C(N)=O)CC2)c2c(C)cc(=O)oc2c1,13.3%[76.3 µM]
COc1ccc(NC(=O)C2C3C=CC4(O3)C2C(=O)N(CCN2CCCCC2)C4C(=O)NC2CCCC(C)C2C)cc1 (centres undefined),-0.2%
CC(=O)N1CCN(c2ccccc2NC(=O)c2cccc3c(Cl)cccc23)CC1,-1.4%
COc1ccc(NC(=O)c2cc(S(=O)(=O)N3CCCC3)c[nH]2)cc1,5.3%[76.3 µM]
COc1cccc(/C=N/NC(=O)CNC(=O)c2cccnc2)c1O,1.2%
CCOc1cc(Br)cc(/C=N/NC(=O)c2cccnc2)c1O,14.5%[76.3 µM]
Cc1nc(SCC(=O)NC2CCCC2)[nH]c(=O)c1C,-19.2%
Cc1[nH][nH]c(=O)c1N=Nc1ccc(F)cc1,-4.9%
CC(=O)Nc1cccc(OCCCNS(=O)(=O)c2ccc(C#N)cc2)c1,-10.3%[76.3 µM]
O=C(N/C(=C\c1ccco1)C(=O)N1CCCC1CO)c1ccccc1 (centres undefined),1.7%
CN(CC1CCN(CCc2cccc(C(F)(F)F)c2)CC1)C(=O)c1ccc(F)cc1F,12.3%[76.3 µM]
COc1ccc(NC(=O)c2ccc(S(=O)(=O)NCc3cccnc3)cc2)cc1,-0.4%
COc1ccc(C(=O)C2CCCN(C(=O)c3ccc(C(C)=O)s3)C2)c(C)c1 (centres undefined),-7.4%[76.3 µM]
C=CCN1C(=O)c2ccc(C(=O)NCC(c3ccccc3)N(C)C)cc2C1=O (centres undefined),-7.5%[76.3 µM]
COc1ccc(NC(=O)c2cccc(S(=O)(=O)N3CCN(C)CC3)c2)c(OC)c1,-9.4%
O=C(c1cc(Cl)ccc1Cl)N1CCN(Cc2ccccc2)CC1,2.4%[76.3 µM]
O=C(CN1CCN(C(=O)c2ccco2)CC1)NCc1ccc(Cl)cc1,2.2%[76.3 µM]
CC1CCCC(C)N1CCCNC(=O)CN1C(=O)c2cccnc2Oc2ccc(Cl)cc21 (centres undefined),12.1%[76.3 µM]
Nc1ccc2nn(-c3ccc(F)cc3)nc2c1,5.5%[76.3 µM]
CN1CCN(C(=O)c2ccc(F)c(F)c2)CC1,-13.1%[76.3 µM]
O=C(C[C@H]1C(=O)N(C2CCCCC2)C[C@@H]1Cc1ccccc1)Nc1ccccc1,9.8%[76.3 µM]
COc1ccc(OC)c(-c2csc(NC(=O)Cc3ccc(OC)c(OC)c3)n2)c1,-14.1%[76.3 µM]
Cc1ncc([N+](=O)[O-])n1CC(=O)Nc1ccc(F)c(Cl)c1,-4.0%
Cc1cc(Cl)ccc1C(=O)C1CCCN(C(=O)c2cncs2)C1 (centres undefined),0.4%[76.3 µM]
Cc1ccc(S(=O)(=O)N(CC(O)CN2CCOCC2)c2cccc([N+](=O)[O-])c2)cc1 (centres undefined),-3.9%[76.3 µM]
COc1cccc(NS(=O)(=O)c2ccc3c(c2)NC(=O)C(C)S3)c1 (centres undefined),2.3%[76.3 µM]
CCc1ccc(-c2cc(C)no2)cc1S(=O)(=O)Nc1ccccn1,-14.7%[76.3 µM]
CC(C)(C)C(=O)Nc1cc2c3c(c1)CCN3C(=O)CC2,8.5%[76.3 µM]
COc1ccc(S(=O)(=O)Nc2ccc(S(=O)(=O)Nc3nccs3)cc2)cc1,5.3%
CC(=O)N1CCC(C(=O)NC2CC(C)(C)Cc3c2cnn3-c2ccc(F)cc2)CC1 (centres undefined),2.8%[76.3 µM]
CCN(CC)S(=O)(=O)c1ccc(N2CCCC2)c(NC(=O)Cc2cc(OC)c(OC)c(OC)c2)c1,-15.8%
CCOc1ccc(C(c2nnnn2C(C)(C)C)N2CCN(C(=O)c3ccco3)CC2)cc1 (centres undefined),-1.2%
Cc1cc2nc(-c3ccc[nH]c3=O)[nH]c2cc1C,-0.9%
CCS(=O)(=O)N1CCC(NC(=O)C(Cc2ccc(OC)c(OC)c2)NC(C)=O)CC1 (centres undefined),-11.5%[76.3 µM]
CSc1ccccc1OCc1cc(C(=O)NCc2csc(C(C)C)n2)no1,-2.2%[76.3 µM]
CCC(Cc1ccccc1)NS(=O)(=O)c1c(C)nc2sccn2c1=O (centres undefined),-7.1%[76.3 µM]
O=C(NCc1ccccc1F)C1CCCN1C(=O)Nc1ccc(F)cc1 (centres undefined),-1.1%[76.3 µM]
COc1ccccc1NC(=O)c1ccc(NC2=NC3CS(=O)(=O)CC3S2)cc1 (centres undefined),2.2%[76.3 µM]
COc1ccccc1C(C(=O)NCc1ccc(F)cc1)N(C(=O)c1csnn1)C1CC1 (centres undefined),-1.7%
CC1CCN(C(=O)CSc2nnc(CNC(=O)c3ccc(S(=O)(=O)N(C)C)cc3)o2)CC1,11.6%[76.3 µM]
COC(=O)C(Cc1ccccc1)NC(=O)CC(C)CC(=O)Nc1ccc(OC)cc1OC (centres undefined),-2.1%[76.3 µM]
Cc1cc(C)cc(C(=O)Nc2cccc(NC(=O)c3ccco3)c2)c1,2.7%[76.3 µM]
Cn1c(-c2ccccc2)cnc1NCc1ccc(F)cc1,-8.6%[76.3 µM]
NC(=O)c1ccc[n+](CC(=O)NCc2ccc(Cl)cc2)c1,0.5%
CCCc1cc(C(=O)Cc2ccccn2)c(O)cc1O,-2.6%
CCc1n[nH]c(=S)n1/N=C/c1cccc2ccccc12,0.0%[76.3 µM]
Cc1ccc(C(=O)N/C(=C\c2ccc(Cl)cc2)C(=O)NCCN2CCOCC2)cc1,8.9%
FC(F)(F)c1nc2ccccc2n1CCNc1nc(CN2CCCCC2)cs1,13.7%[76.3 µM]
CCCC(C(=O)NC(C)(C)C)N(Cc1ccccc1Cl)C(=O)c1snc(C(N)=O)c1N (centres undefined),-9.7%[76.3 µM]
O=C(CSc1n[nH]c(-c2ccccc2Cl)n1)NC1CCCCC1,-4.6%

# 3 entries already listed, arranged by the number in GAA glycogen mod, falling:
Structure,GAA glycogen mod
Cc1ccc(C(=O)N/C(=C\c2ccc(Cl)cc2)C(=O)NCCN2CCOCC2)cc1,8.9%
NC(=O)c1ccc[n+](CC(=O)NCc2ccc(Cl)cc2)c1,0.5%
O=C(CSc1n[nH]c(-c2ccccc2Cl)n1)NC1CCCCC1,-4.6%

# The listing continues:
Structure,GAA glycogen mod
COc1ccc(OC)c(CC(=O)Nc2ccc3c(c2)CCC3)c1,4.0%
O=C(CN1CCOCC1)Nc1ccc([N+](=O)[O-])cc1,10.2%[76.3 µM]
O=C(NCCC(=O)N1CCCCC1)c1ccccc1Cl,-1.7%[76.3 µM]
COc1ccc(S(=O)(=O)NCCN2CCOCC2)cc1Br,-1.2%[76.3 µM]
CC1=NN(c2ccc(C)cc2)C(=O)/C1=C/c1ccc(-c2cc([N+](=O)[O-])ccc2O)o1,-6.6%[76.3 µM]
COc1ccc(C)cc1Nc1n[n+](-c2ccccc2)c(-c2ccc(OC)c(OC)c2OC)s1,13.5%[76.3 µM]
Cc1ccc(C(=O)OCC(=O)N(C)c2ccccc2)c(C)c1,5.1%
COC(=O)C1(CC2CC(c3cccc(Br)c3)=NO2)CCN(C(=O)OC(C)(C)C)CC1 (centres undefined),-38.2%[76.3 µM]
CCN(Cc1ccc(NC(C)=O)cc1)CC1CCCN(CCc2cccc(F)c2)C1 (centres undefined),-4.3%[76.3 µM]
OCCn1nc(-c2ccccc2)cc1-c1ccccc1,-9.7%[76.3 µM]
CC(=O)N1CCOc2ccc(S(=O)(=O)NC(C)c3ccccc3)cc21 (centres undefined),-1.3%[76.3 µM]
CC1C(=O)Nc2ccc(S(=O)(=O)N3CCN(c4ccccc4F)CC3)cc2NC1=O (centres undefined),3.3%[76.3 µM]
O=C(Nc1nc2ccccc2n1CCN1CCOCC1)c1ccccc1,12.8%[76.3 µM]
O=C(NCCc1cscn1)C1CCC(=O)N(Cc2ccc(Cl)cc2)C1 (centres undefined),-11.0%[76.3 µM]
O=C(c1ccccc1CCc1ccccc1)N1CCCC1,-7.0%[76.3 µM]
CCCCOC(=O)c1ccc(NC(=O)C(=O)CC(=O)c2ccc(OC)cc2)cc1,1.9%
COC(=O)c1cc(OC)c(OC)cc1NC(=O)CCNC(=O)c1ccco1,0.7%
COc1cccc(CNC(=S)Nc2cccc(Cl)c2C)c1,-2.7%[76.3 µM]
COc1cccc(CCNC(=O)CCCC(=O)c2ccccc2)c1,3.9%
Cc1ccc(-n2nc(C)c(C(=O)N3CCN(C(=O)c4ccco4)CC3)c2-n2cccc2)cc1,-2.3%[76.3 µM]
O=C(c1cccc(-c2ccccc2)c1)N1CC[C@@H](N2CCC(O)CC2)[C@H](O)C1,-1.3%[76.3 µM]
COc1cc(C2C(C(=O)c3ccco3)=C(O)C(=O)N2c2cc(C)on2)ccc1OCc1ccccc1 (centres undefined),-5.5%[76.3 µM]
CCOC(=O)CNC(=O)Cn1cnc2c(nnn2-c2cccc(OC)c2)c1=O,-6.8%
COc1ccc(CCNC(=O)CN(C)S(=O)(=O)c2ccc(OC)cc2)cc1,-0.9%[76.3 µM]
CCOc1ccc(NC(=O)C/C(C)=N/NC(=O)Cc2ccc(Cl)cc2)cc1,-2.1%
Cc1cc(=O)oc2cc(OCC(O)Cn3ccnc3)ccc12 (centres undefined),20.9%[76.3 µM]
Cc1ccc(NCC(=O)c2ccc(C)cc2)cc1,-3.4%[76.3 µM]
Cc1ccccc1N(CC(=O)NCC1CCCO1)C(=O)CNS(=O)(=O)c1ccc(F)cc1 (centres undefined),3.8%[76.3 µM]
C/C(=N\NC(=O)C1CCCC1)c1ccc(Cl)cc1Cl,-1.2%[76.3 µM]
CCCCn1c(Cn2nc(C(=O)O)c3ccccc3c2=O)nc2cc(S(N)(=O)=O)ccc21,3.3%
O=C(CNC(=O)c1sc2ccccc2c1Cl)NCc1cccnc1,?
O=C(O)c1ccc(N2CCN(C(c3ccccc3)c3ccccc3)CC2)c([N+](=O)[O-])c1,-4.2%
CC(Sc1nccn1C)C(=O)Nc1ccccc1 (centres undefined),-2.1%[76.3 µM]
CCn1c(=O)c2ccccc2n(Cc2ccc([N+](=O)[O-])cc2)c1=O,-2.1%
COc1cccc(OCc2cc(C(=O)N3CCCC3c3ccccn3)no2)c1 (centres undefined),-5.3%[76.3 µM]
CCCc1nc(SCC(=O)NC2CC2)c2c(C)c(C)sc2n1,1.9%

# Assay outcomes as filed in PubChem.
